GPR55 antagonists – GPR55 antagonists blocking LPI-driven arrestin recruitment, primary screen, imaging, U2OS, beta-arrestin-GFP, LPI agonist (AID 2013). U2OS GPR55 beta-arrestin-GFP translocation imaging, LPI antagonism; higher % means a stronger effect. one-dose inhibition, % at 10 µM; IC50 in µM for titrated hits. hit rate 0.13% among 290,000;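 active = spots per cell inhibited over 60%, with over 100 cells counted and total cytoplasm intensity under 500,000; inconclusive = wells with under 100 cells, flagged as likely toxic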;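 note: U2OS cells stably carrying GPR55 and arrestin-GFP stimulated by 5 µM LPI near EC80; imaged beta-arrestin-GFP aggregate spots per cell after agonist stimulation; plate controls were LPI-stimulated DMSO wells for no effect and DMSO wells without LPI for full effect; some results filed as inactive read as strong as hits; confirmed hits need IC50 under 10 µM and bright autofluorescent wells are also inconclusive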
SIAH1 antagonists – blockers of Siah-1 interaction with plectin peptide – biochemical, fluorescence polarization, rhodamine-plectin, uHTS, primary screen (AID 1817). Siah-1 / rhodamine-plectin peptide fluorescence polarization; higher % means a stronger effect. displacement, % at 20 µM; hits with a dose series show IC50 in µM. hit rate 0.02% among 290,000;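 active = displacement of at least 50% at 20 µM, with a fluorescence ratio check between 0.3 and a set limit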;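 note: plate controls were Siah plus tracer with DMSO for no effect and tracer alone without Siah for full effect; strong numbers were not always called active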
MgcRacGAP inhibition – MgcRacGAP GTPase-activating activity inhibitors, confirmation, biochemical, ADP Hunter fluorescence | inhibition, % at 30 µM; hits with a dose series show IC50 in µM | AID 624330 | hit rate 0.6% among 340,000 | MgcRacGAP-stimulated Rac1 GTP hydrolysis, ADP Hunter fluorescence; higher % means a stronger effect; GST-tagged Rac1 F28L mutant substrate;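 active = first-screen hits whose inhibition reached a set limit at any dose in the follow-up dose series; inconclusive = inhibition above the set first-screen limit but never retested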;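 note: fluorescence reports GDP produced by GAP-driven GTP hydrolysis; strong numbers were not always called active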
Salmonella PhoP GFP – PhoP-dependent GFP reporter repression – Salmonella Typhimurium, primary screen (AID 1863); inhibition, % at 50 µM, or IC50 in µM where a hit was titrated; hit rate 0.16% among 300,000; S. Typhimurium PhoP-regulated promoter GFP reporter, 4 h; higher % means a stronger effect;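 active = inhibition over 29.93%, a cutoff 3 SD above the screen mean, later confirmed by dose response; inconclusive = inhibition over 29.93% but no dose response follow-up; inactive = inhibition at most 29.93% or unconfirmed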;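 note: 0% = low Mg2+ inducing control and 100% = high Mg2+ repressing control; strong numbers were not always called active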
NTR1 agonist – agonists of NTR1, primary screen, imaging, U2OS cells, beta-arrestin-GFP, high content (AID 493036). NTR1-U2OS beta-arrestin-GFP spot imaging, agonist mode. activation, % at 20 µM. hit rate 0.17% among 330,000. P30989;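 active = activation at or above 40% of the spot to cytoplasm intensity ratio, with at least 20 cells analyzed; inconclusive = wells under 20 cells, flagged as cytotoxic or low count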;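 note: 0% = DMSO without peptide and 100% = 100 nM NTR1 peptide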
Target sequence (P30989 whole entry, looked up): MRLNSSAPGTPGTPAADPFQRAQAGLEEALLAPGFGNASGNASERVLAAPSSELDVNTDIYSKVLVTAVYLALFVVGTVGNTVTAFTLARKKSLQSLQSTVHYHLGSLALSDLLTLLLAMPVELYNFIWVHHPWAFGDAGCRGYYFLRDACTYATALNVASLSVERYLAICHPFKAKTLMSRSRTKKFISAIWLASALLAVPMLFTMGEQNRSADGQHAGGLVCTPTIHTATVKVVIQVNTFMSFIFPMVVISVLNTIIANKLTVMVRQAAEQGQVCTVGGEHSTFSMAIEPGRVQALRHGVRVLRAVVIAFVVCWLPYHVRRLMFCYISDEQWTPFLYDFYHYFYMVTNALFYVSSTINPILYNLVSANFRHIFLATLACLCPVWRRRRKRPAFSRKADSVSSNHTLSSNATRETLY
LYP phosphatase – inhibitors of LYP phosphatase, biochemical, fluorescence intensity, uHTS (AID 1779); recombinant LYP phosphatase, fluorescence intensity; higher % means a stronger effect; inhibition, % at 11.5 µM; hits with a dose series show IC50 in µM; hit rate 0.054% among 290,000; in the data active = inhibition above about 50%;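 note: plate controls were vehicle with enzyme for no effect and no enzyme for full effect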
HIV fusion peptide – cell-free HIV fusion peptide-binding blockers – biochemical, uHTS, fluorescence dequenching, primary screen (AID 1986). cell-free peptide binding, fluorescence dequenching, 30 min; higher % means a stronger effect. one-dose inhibition, % at 20 µM; IC50 in µM for titrated hits. hit rate 0.3% among 290,000; in the data active = inhibition mostly above about 52%, no sharp cut-off; inactive = mostly below about 76%; note: some results filed as inactive read as strong as hits
Myeloid diff MLP – myeloid differentiation induction; ER-HoxA9 myeloid progenitors, lysozyme-GFP differentiation, flow cytometry; calls only at 10 µM; hit rate 1% among 360,000;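 active = normalized GFP-positive differentiation at or above the plate's own cutoff, the solvent-only control mean plus 3 SD; inconclusive = no clear call, values can overlap the other calls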;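 note: cells exposed to compound for four days before flow analysis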
GPR35 arrestin U2OS – GPR35 antagonists blocking zaprinast-driven arrestin recruitment, primary screen, imaging, U2OS, beta-arrestin-GFP, zaprinast agonist (AID 2058); U2OS GPR35 beta-arrestin-GFP translocation imaging, zaprinast antagonism; higher % means a stronger effect; inhibition, % at 10 µM, or IC50 in µM where a hit was titrated; hit rate 0.052% among 290,000;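 active = inhibition of at least 50% with at least 30 cells and total cytoplasm GFP at most 10,000,000; inconclusive = under 30 cells or total GFP of 10,000,000 plus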
NTR1 agonist cell count 20 µM – also measured in NTR1 agonist; calls as there; cell count; measured here: cell count, cytotoxicity flag
Myeloid diff MLP GFP+ MAC1+ % – second read-out of Myeloid diff MLP, no call of its own (marks repeat the call); GFP+ MAC1+ double positive, %; measured here: differentiation confirmed by MAC1 staining
Active calls of the source: *; i = inactive; u = inconclusive; x = not tested or not shown; + = active, no number.

| structure | GPR55 antagonists | SIAH1 antagonists | MgcRacGAP inhibition | Salmonella PhoP GFP | NTR1 agonist | NTR1 agonist cell count 20 µM | LYP phosphatase | HIV fusion peptide | Myeloid diff MLP | Myeloid diff MLP GFP+ MAC1+ % | GPR35 arrestin U2OS |
| --- | --- | --- | --- | --- | --- | --- | --- | --- | --- | --- | --- |
| O=C(COC(=O)CCc1nc2ccccc2s1)Nc1ccc(S(=O)(=O)N2CCOCC2)cc1 | 1% | -3% | 8% | 4% | 1.6 | 71 | -8% | -0.1% | i | 0.4 | -2% |
| O=C1C(Cl)=C(N2CCOCC2)C(=O)N1c1ccc(Br)cc1 | 7% | 8% | 7% | -9% | 0.9 | 40 | -3% | 4.4% | i | 0.5 | -6% |
| CCn1ncc(/C=C/C(=O)c2ccccc2)c1C | 9% | -6% | -1% | 1% | 1.6 | 71 | -5% | -1.8% | i | 0.7 | 21% |
| CC(C)S(=O)(=O)C1=NSC2=NC(=O)/C(=C\c3ccc(OC(=O)c4ccco4)cc3)C(=N)N21 | -4% | -5% | 29% | -16% | 0.7 | 67 | -1% | 27µM* | i | 3.3 | -17% |
| CC1(c2ccc(Cl)c(Cl)c2)NC(=S)N2C1NC(=S)N2c1ccccc1 (configuration not stated) | 26% | 1% | 5% | 8% | -0.9 | 96 | -1% | 1.0% | i | 0.5 | 5% |
| O=C1CC(C(=O)Nc2ccc(C(=O)O)cc2)C(c2ccccc2)O1 (configuration not stated) | 23% | -1% | 12% | -7% | -1.0 | 45 | 2% | 0.1% | i | 1.0 | 3% |
| O=C(Nc1ccccc1C(=O)NCc1ccco1)NC1CCCCC1 | 8% | 1% | 10% | -6% | 1.7 | 61 | -7% | -1.2% | i | 1.7 | 11% |
| OCCNCc1c(OCc2ccc(Cl)cc2)ccc2ccccc12 | -6% | -5% | 9% | 127µM* | 15 | 69 | -6% | -0.2% | i | 0.3 | -7% |
| CN(C)S(=O)(=O)c1ccc(NC(=O)C2CC(=O)N(Cc3ccccc3)C2)cc1 (configuration not stated) | -15% | 6% | -1% | 3% | -0.8 | 88 | -3% | -1.8% | i | 0.1 | -4% |
| Fc1cccc(NC(=S)N2CCCCC2)c1 | 22% | 3% | 5% | 1% | -0.4 | 31 | -4% | 0.2% | i | 1.1 | -5% |
| O=C(Cn1nc2n(c1=O)-c1ccccc1SC2)N/N=C/c1ccncc1 | 14% | 7% | 7% | 0% | 2.0 | 60 | -4% | 0.7% | i | 0.7 | -12% |
| COc1ccc(N2CCN(C3CC(=O)N(C)C3=O)CC2)cc1 (configuration not stated) | -24% | -2% | 18% | 8% | 1.3 | 44 | -7% | -1.1% | i | 1.2 | 4% |
| COc1cc(F)ccc1CN1CCC(C(=O)Nc2ccc(Oc3ccccc3)nc2)CC1 | 13% | -2% | 9% | 5% | -1.0 | 70 | -10% | 1.7% | i | 1.6 | -10% |
| COc1cc(C(C)=O)ccc1OCC(=O)N1CCc2ccccc2C1 | 7% | 3% | 4% | -4% | -0.7 | 41 | -8% | -0.3% | i | 0.4 | 20% |
| CCCCNC(=S)N(C)/N=C/c1c(F)cccc1F | -18% | 0% | 12% | -10% | 5.0 | 36 | -2% | -1.5% | i | 0.9 | 2% |
| C/C(=N\Nc1ccc(Cl)c(C(=O)O)c1)c1ccc(Br)s1 | 1% | -4% | 25% | 4% | -0.6 | 81 | -6% | 24% | i | 0.2 | 2% |
| Cc1ccc(C(=O)Nc2scc(-c3ccccc3)c2C(=O)O)o1 | 7% | 2% | 11% | 5% | -1.0 | 50 | -1% | 4.6% | i | 0.1 | -16% |
| O=C(Cc1ccc(Br)cc1)Nc1ccc2[nH]ncc2c1 | -10% | 2% | 2% | -5% | 1.7 | 63 | -10% | 1.6% | i | 0.9 | -6% |
| CC(=O)Nc1ccc(S(=O)(=O)N(C)c2ccc(O)cc2)cc1 | 6% | 0% | 10% | -2% | -0.8 | 40 | -17% | 0.1% | i | 1.9 | -10% |
| Cn1c(CCNC(=O)C(C)(C)C)nc2ccccc21 | 29% | -1% | 9% | -2% | -0.1 | 89 | -11% | 1.8% | i | 0.2 | 6% |
| CCOC(=O)CSc1nc2ccccc2c(=O)n1Cc1ccco1 | 3% | -5% | 8% | -10% | 0.9 | 48 | -5% | 2.4% | i | 1.1 | -1% |
| CC(=O)c1cccc(NC(=O)c2ccc3c(c2)C(=O)N(Cc2cccnc2)C3=O)c1 | -4% | 0% | 5% | -5% | 1.5 | 80 | -2% | 0.4% | x | x | -1% |
| COC(=O)CCc1c(C)c(C(=O)c2ccc(F)cc2)c2ccccn12 | 22% | 4% | 6% | -9% | 0.5 | 92 | 2% | -0.3% | i | 0.2 | -7% |
| CCOCCCNCC(O)c1ccccc1 (configuration not stated) | -9% | -2% | 25% | 4% | -2.0 | 77 | -4% | 4.0% | i | 0.0 | -8% |
| O=C(COc1ccccc1)NCc1cccs1 | 11% | 3% | 0% | 5% | -0.1 | 31 | 2% | 5.3% | i | 0.9 | -14% |
| CCCC(=O)NC(c1ccc(Cl)cc1Cl)c1ccc2cccnc2c1O (configuration not stated) | -2% | -4% | 6% | 6% | 2.9 | 62 | -11% | 2.8% | u | x | 3% |
| CCN(CC)Cc1c(CC(C)C)oc(C)c1C(=O)O | -2% | -1% | 3% | -3% | -0.3 | 88 | 0% | 4.8% | i | 5.2 | -5% |
| COc1ccc2cc(C(N)=O)/c(=N/NC(=O)c3ccco3)oc2c1 | -4% | 0% | 8% | -13% | -2.8 | 51 | 0% | 0.1% | i | 0.3 | -13% |
| C=CCNC(=S)Nc1ccccc1 | -2% | -1% | 5% | 0% | -1.2 | 59 | 27% | -1.1% | i | 1.6 | -12% |
| COC(=O)CC1COc2ccccc2N1S(=O)(=O)c1ccc(OC)cc1 (configuration not stated) | -3% | 5% | x | 22% | -0.2 | 86 | -8% | 1.8% | i | 0.6 | 0% |
| COc1cc(/C=N/NC(=O)c2nc(C)cc(C)n2)ccc1O | 6% | -2% | 35µM* | 15% | -1.8 | 48 | 0% | 0.1% | i | 0.8 | -6% |
| O=C(CCc1nc(-c2ccccc2F)no1)NC1CCCCCC1 | 2% | 0% | -1% | -13% | -1.1 | 68 | 4% | 2.9% | i | 1.8 | -13% |
| Cn1c(N)c(C(=O)COC(=O)CNS(=O)(=O)c2ccc(Cl)c(Cl)c2)c(=O)n(C)c1=O | 1% | 2% | 9% | 0% | 2.6 | 53 | 0% | -1.2% | i | 0.3 | 6% |
| COc1ccc(S(=O)(=O)Nc2ccccc2C)cc1C(=O)N1CCOCC1 | 9% | -3% | -1% | -11% | -0.2 | 40 | -4% | -0.4% | x | x | 8% |
| CC1CSC(N(C(=O)c2ccc(S(C)(=O)=O)cc2)c2ccc(Cl)cc2)=N1 (configuration not stated) | -9% | 6% | 7% | 1% | 2.4 | 56 | 3% | 0.8% | i | 0.7 | 1% |
| COc1cccc(OCC(O)CN2CCN(CCN3C(=O)c4cccc5cccc(c45)C3=O)CC2)c1 (configuration not stated) | -1% | 0% | 7% | 7% | 0.1 | 91 | -3% | -1.5% | i | 0.0 | 17% |
| CCOC(=O)CCNC(=O)Nc1ccc2nc(C)n(Cc3ccc(Cl)cc3)c(=O)c2c1 | -6% | -2% | 19% | 14% | -0.9 | 39 | -9% | 6.8% | i | 4.8 | 4% |
| CC(Oc1cc2oc(=O)c3c(c2cc1Cl)CCC3)C(=O)NCCCn1ccnc1 (configuration not stated) | -11% | 10% | -23% | -6% | 0.0 | 58 | -8% | 1.4% | i | 3.5 | 2% |
| Cc1cccc(N(C(=O)CNC(=O)c2ccco2)C(C(=O)NC2CCCC2)c2ccncc2)c1 (configuration not stated) | -5% | 6% | 2% | -2% | -1.4 | 40 | -3% | -1.5% | i | 0.3 | -9% |
| Cc1cc2c(cc(C(=O)NCCCN3CCOCC3)n2Cc2ccc(Cl)cc2)o1 | -6% | -3% | 3% | 13% | 0.2 | 53 | -4% | 1.3% | i | 0.5 | 1% |
| O=C1CC(c2ccccc2)Cc2nc3nc(C(F)(F)F)nn3cc21 (configuration not stated) | 0% | 2% | 3% | 4% | 49* | 48* | 2% | 69% | i | 5.4 | 0% |
| CC[n+]1c(/C=C/C=C/N(C(C)=O)c2ccccc2)sc2ccccc21 | u | -6% | 23% | -10% | -3.8 | 32 | -11% | 29% | + | 70* | u |
| CC(=O)C1=C(C)NC2(O)c3ccccc3C(=O)C12O (configuration not stated) | 4% | -6% | -4% | 0% | -2.3 | 45 | -6% | -3.3% | i | 1.4 | 3% |
| Cc1cc(C)c(C#N)c(N2CCN(CCOc3ccc(Cl)cc3)CC2)n1 | -12% | 2% | 10% | 2% | 8.8 | 50 | 3% | -2.3% | x | x | -8% |
| CC(=O)Nc1cccc(NC(=O)c2cc(-c3cccnc3)nc3ccc(Br)cc23)c1 | 6% | -9% | 7% | -7% | 10 | 70 | -3% | 0.1% | i | 0.7 | 0% |
| Nc1nc(Nc2cccc(C(F)(F)F)c2)nc(C(F)(F)F)n1 | -2% | 3% | 10% | 19% | 7.4 | 60 | 4% | -0.3% | i | 0.3 | -3% |
| O=C(O)CSc1ncn[nH]1 | 8% | 3% | 6% | 7% | -0.8 | 69 | 0% | -1.5% | i | 0.7 | -6% |
| O=C(NCC1CCCN1S(=O)(=O)c1ccccc1)c1cccc(Cl)c1 (configuration not stated) | x | x | 2% | -2% | -1.3 | 59 | x | x | i | 0.9 | x |
| COc1ccccc1NC(=O)c1ccc2c(c1)N(CC(=O)NC(C)(C)C)C(=O)C(C)(C)O2 | 10% | 1% | 6% | 5% | -0.8 | 43 | -8% | -1.8% | i | 0.7 | 1% |
| COc1ccc(S(=O)(=O)N2CCN(C(=O)c3ccco3)CC2)c(C)c1C | -15% | 17% | 2% | -1% | 0.4 | 72 | -12% | 0.8% | i | 0.6 | 7% |

Screens as filed in PubChem BioAssay.
